Screening data as filed in PubChem.
POLB inh – inhibitors of human DNA polymerase beta | P06746 | Pol beta primer extension/strand displacement, fluorescence kinetic | Potency, µM (highest dose often 114 µM), inactives show top-dose activity change, negative = inhibition, hits mostly inhibitors | 340,000 tested, 1.3% active | AID 485314; note: % is set by controls: 0 for no effect and ±100 for the full control effect
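Preincubation: enzyme (10 nM) with compound, 15 min, RT. Reaction: substrate added to 50 nM final. Reads: 0 and 10 min. Analysis: normalized, Hill fit.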
APEX1 inh – APE1 (human) endonuclease inhibition; P27695; Potency, µM (highest dose often 65.8 µM), without a hit: at the highest dose activity change, negative = inhibition, hits mostly inhibitors; recombinant APE1, TAMRA/BHQ-2 abasic DNA cleavage fluorescence; 350,000 tested, 0.35% active;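 note: plate controls were vehicle for no effect and reference inhibitor for full effect; nearly all actives have a fitted effect of over 55% in size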
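Kinetic fluorescence read (525 ex/598 em nm, three reads 60 s apart) of AP-site incision; signal = third minus first read. Enzyme 0.75 nM, dual-labelled THF duplex 50 nM, compound preincubation 15 min RT.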
POLK inh – DNA polymerase kappa (human) inhibition | AID 588579 | 400,000 tested, 0.53% active | Potency, µM (titrated, usually from 107 µM), without a hit: at the highest dose activity, negative = inhibition, usual class: inhibitors | purified Pol kappa, fluorescent DNA synthesis assay, 10 min; note: % is set by controls: 0 for no effect and ±100 for the full control effect
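Readout: fluorescence, taken kinetically at 0 and 10 min. Conditions: 10 nM Pol kappa, 15 min RT compound preincubation, 50 nM substrate final. Controls: enzyme-free buffer wells.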
POLH inh – inhibitors of human DNA polymerase eta; Q9Y253; recombinant Pol eta, fluorescent DNA replication assay; Potency, µM (top dose mostly 114 µM), without a hit: at the highest dose activity change, negative = inhibition, most hits filed as inhibitors; 390,000 tested, 1.2% active; note: % is set by controls: 0 for no effect and ±100 for the full control effect
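Pol eta at 10 nM preincubated with compounds 15 min at room temperature; reaction started with fluorescent substrate (50 nM final) and read kinetically at 0 and 10 min.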
G9a inh – G9a (human) methyltransferase inhibition | Q96KQ7 | G9a H3K9 monomethylation, AlphaScreen, 2 h | Potency, µM (top dose mostly 102 µM), for inactives: at the highest dose activity, negative = inhibition, hits mostly inhibitors | 350,000 tested, 8.8% active | AID 504332; note: % is set by controls: 0 for no effect and ±100 for the full control effect; nearly all actives have a fitted effect of over 75% in size
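Step 1: enzyme (final 20 nM) with compound, 15 min RT. Step 2: substrate peptide 500 nM and SAM 20 uM, 2 h RT. Step 3: anti-H3K9me1 antibody and AlphaScreen beads, 10 min, then plate read.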
BLM helicase inh – Bloom syndrome helicase (human) inhibition | P54132 | recombinant BLM DNA unwinding, fluorescence dequenching | Potency, µM (titrated, usually from 56.1 µM), for the others: at the highest dose activity change, negative = inhibition, most hits filed as inhibitors | 350,000 tested, 0.2% active | AID 2528;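 note: plate controls were vehicle for no effect and no enzyme for full effect; nearly all actives have a fitted effect of over 35% in size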
Anesthetic bind – binds horse apoferritin like a general anesthetic. P02791. apoferritin/1-aminoanthracene competitive binding, fluorescence. Potency, µM (top dose mostly 77.5 µM), without a hit: at the highest dose activity change, negative = displacement, usual class: inhibitors. 350,000 tested, 0.074% active. AID 485281; note: % is set by controls: 0 for no effect and ±100 for the full control effect; nearly all actives have a fitted effect of over 20% in size
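Horse-spleen apoferritin (10 uM) in 50% saturated 1-aminoanthracene in PBS was incubated 10 min at room temperature with compound. Fluorescence (ex 380, em 535 nm) was normalized to free and bound 1-AMA, with concentration-response fitted by a four-parameter Hill equation.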
BAZ2B inh – blocks human BAZ2B; AID 504333; Potency, µM (titrated, usually from 114 µM), for inactives: top-dose activity change, negative = inhibition, most hits filed as inhibitors; 360,000 tested, 4.4% active; AlphaScreen BAZ2B-H3K14Ac peptide displacement; Q9UIF8; note: % is set by controls: 0 for no effect and ±100 for the full control effect; nearly all actives have a fitted effect of over 60% in size
Target sequence (Q9UIF8 whole entry, looked up): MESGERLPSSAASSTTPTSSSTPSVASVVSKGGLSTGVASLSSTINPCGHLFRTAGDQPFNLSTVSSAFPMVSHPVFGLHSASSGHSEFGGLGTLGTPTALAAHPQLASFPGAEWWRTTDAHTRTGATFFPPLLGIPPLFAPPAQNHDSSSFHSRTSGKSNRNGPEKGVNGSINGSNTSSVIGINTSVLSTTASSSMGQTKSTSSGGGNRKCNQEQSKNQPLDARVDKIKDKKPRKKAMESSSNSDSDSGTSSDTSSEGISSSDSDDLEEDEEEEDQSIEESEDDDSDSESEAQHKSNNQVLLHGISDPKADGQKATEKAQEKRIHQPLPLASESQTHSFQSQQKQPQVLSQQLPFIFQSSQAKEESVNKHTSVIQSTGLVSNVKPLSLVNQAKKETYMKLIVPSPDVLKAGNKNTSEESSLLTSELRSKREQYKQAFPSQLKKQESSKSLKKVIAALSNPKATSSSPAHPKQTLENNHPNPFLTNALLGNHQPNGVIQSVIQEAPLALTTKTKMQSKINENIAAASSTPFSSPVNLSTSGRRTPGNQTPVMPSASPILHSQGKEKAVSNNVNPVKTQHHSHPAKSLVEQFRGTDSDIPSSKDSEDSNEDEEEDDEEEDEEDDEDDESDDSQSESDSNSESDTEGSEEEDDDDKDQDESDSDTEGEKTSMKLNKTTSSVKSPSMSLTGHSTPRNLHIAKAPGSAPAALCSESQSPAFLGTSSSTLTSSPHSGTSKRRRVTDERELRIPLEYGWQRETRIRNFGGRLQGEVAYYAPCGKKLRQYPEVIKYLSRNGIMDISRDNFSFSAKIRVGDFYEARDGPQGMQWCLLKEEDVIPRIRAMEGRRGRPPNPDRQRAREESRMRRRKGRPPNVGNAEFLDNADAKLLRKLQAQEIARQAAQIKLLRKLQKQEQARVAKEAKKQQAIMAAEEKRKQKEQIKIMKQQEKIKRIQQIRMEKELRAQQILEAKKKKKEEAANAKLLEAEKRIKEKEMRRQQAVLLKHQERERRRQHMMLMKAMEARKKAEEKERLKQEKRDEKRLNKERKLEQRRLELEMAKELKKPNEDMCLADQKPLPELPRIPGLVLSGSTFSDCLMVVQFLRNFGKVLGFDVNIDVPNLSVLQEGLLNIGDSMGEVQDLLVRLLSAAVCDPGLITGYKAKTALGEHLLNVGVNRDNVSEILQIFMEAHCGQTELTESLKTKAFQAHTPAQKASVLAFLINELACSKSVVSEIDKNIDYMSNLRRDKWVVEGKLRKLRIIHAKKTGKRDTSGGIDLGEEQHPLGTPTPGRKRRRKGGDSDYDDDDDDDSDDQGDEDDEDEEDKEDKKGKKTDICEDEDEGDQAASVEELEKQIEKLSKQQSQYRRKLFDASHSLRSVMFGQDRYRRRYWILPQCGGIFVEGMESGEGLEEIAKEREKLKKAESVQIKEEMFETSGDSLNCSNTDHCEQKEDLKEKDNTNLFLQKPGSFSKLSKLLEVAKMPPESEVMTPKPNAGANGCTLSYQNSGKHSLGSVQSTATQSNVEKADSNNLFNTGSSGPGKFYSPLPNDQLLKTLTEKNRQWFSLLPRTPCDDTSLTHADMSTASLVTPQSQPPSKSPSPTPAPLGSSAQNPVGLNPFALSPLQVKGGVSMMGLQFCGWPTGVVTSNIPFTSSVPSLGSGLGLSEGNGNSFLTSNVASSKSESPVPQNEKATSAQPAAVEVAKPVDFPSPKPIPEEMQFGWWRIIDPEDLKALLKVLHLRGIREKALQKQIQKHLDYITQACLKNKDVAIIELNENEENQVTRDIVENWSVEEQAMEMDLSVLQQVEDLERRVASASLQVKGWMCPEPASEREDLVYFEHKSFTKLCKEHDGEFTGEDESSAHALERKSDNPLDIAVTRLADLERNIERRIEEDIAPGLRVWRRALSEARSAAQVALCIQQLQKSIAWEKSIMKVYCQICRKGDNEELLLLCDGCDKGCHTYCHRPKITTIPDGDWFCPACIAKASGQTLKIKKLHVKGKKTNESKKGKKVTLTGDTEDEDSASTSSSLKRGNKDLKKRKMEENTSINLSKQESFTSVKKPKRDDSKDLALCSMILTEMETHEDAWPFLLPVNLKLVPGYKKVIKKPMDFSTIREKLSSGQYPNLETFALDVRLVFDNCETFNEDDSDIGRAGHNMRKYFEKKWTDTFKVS
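BAZ2B (50 nM) with biotin-H3(5-23)K14Ac peptide (50 nM) in PBS pH 7.4, 0.01% Tween-20, preformed 30 min, then compound 30 min at room temperature; top concentration 110uM. AlphaScreen streptavidin donor/nickel chelate acceptor beads (10 ug/mL final), 20 min dark, signal read.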
POLI inh – blocks human DNA polymerase iota activity | Pol iota fluorescent replication assay, 10 min | Potency, µM (titrated, usually from 115 µM), for inactives: at the top dose activity, negative = inhibition, most hits filed as inhibitors | 390,000 tested, 1% active
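Fluorescent replication assay read twice, at 0 min and 10 min after adding 50 nM (final) substrate. Enzyme (10 nM) and compounds were first incubated 15 min at room temperature; enzyme-free buffer wells were negative controls.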
Numbers without * were called inactive; ? = inconclusive; nt = not tested or not shown; [ ] = another dose, or the depositor's remark. Calls come from the whole dose curve; as a rule, active = well fitted curve in the direction sought with a large enough effect; inconclusive = small, poorly fitted or top-dose-only effect, or another doubt; inactive = no such curve, though single readings can be large; an effect the other way counts as inactive or inconclusive. Potency is the fitted concentration of half-maximal effect. Only part of the results is shown (hit frequency here may not be typical).

SMILES	POLB inh	APEX1 inh	POLK inh	POLH inh	G9a inh	BLM helicase inh	Anesthetic bind	BAZ2B inh	POLI inh
COc1cc(CN(C)C(C)C(=O)Nc2ccc([N+](=O)[O-])cc2Cl)ccc1OC(F)F (stereo unspecified)	4.5%[57.1 µM]	-0.9%	-4.2%	?	?	5.0%	2.1%	2.0%	0.0%
Cc1noc2ncnc(N3CCN(c4ccc(F)cc4)CC3)c12	44.5%	-1.4%	-3.6%	-15.5%	-6.0%[12.7 µM]	-2.3%	-4.9%	-1.4%	21.1%
CN(Cc1ccccc1)C(=O)COC(=O)c1ccc(Br)c(S(=O)(=O)N2CCOCC2)c1	nt	-10.3%	-7.2%	-11.8%	nt	nt	nt	nt	-7.9%
CCc1ccc2c(c1)[C@H]1OCC[C@H]1[C@@H](c1cccs1)N2	4.1%	1.8%	-4.4%	-19.2%	2.1%[59 µM]	-5.0%	-2.5%	-31.4%	1.4%
Cc1ccc(N2C(=O)N(CC(=O)NCc3ccc(Cl)cc3)C(=O)C2C)cc1 (stereo unspecified)	2.6%	-1.1%	-6.1%	-11.4%	6.6%[12.7 µM]	-5.1%	?	8.6%	-2.3%
COc1ccc2[nH]cc(CCN=C(NC(=O)c3ccccc3C)Nc3nc(C)cc(C)n3)c2c1	1.9%	nt	3.1%	-18.6%	-39.5%[59 µM]	-6.8%	15.2%	-30.5%	29.1%
COc1ccc(-n2c(=O)c(-c3cccs3)nc3cncnc32)cc1	nt	-6.5%	-6.4%[60.1 µM]	nt	-3.4%[0.501 µM]	-18.8%	nt	nt	nt
COc1cccc(C(=O)N=c2sc3c(C)ccc(OC)c3n2C)c1	-12.8%	1.0%	-7.6%	-8.4%	?	0.0%	27.3%	2.7%	18.0%
CCCc1nc2c(nnn2Cc2ccccc2)c(=O)[nH]1	-2.5%	0.0%	-10.7%	-12.6%	-2.3%[59 µM]	-0.2%	-5.7%	-2.4%	?
CC1CCCCC1NC(=O)c1ccc2c(c1)OCCO2 (stereo unspecified)	nt	47.0%[activator]	-4.6%	-10.1%	0.8%[59 µM]	nt	nt	8.3%	4.9%
CC1(C)Cc2c(c(=S)nc(-c3ccccc3)n2Cc2cccnc2)CO1	8.7%	-1.9%	-10.9%	5.0%	35.5µM*	1.5%	1.0%	-11.5%	127.2%[activator]
COc1ccc([C@H]2CC(=O)C=C(c3cccc(C#N)c3)C2)cc1	nt	17.4%	-13.8%	-19.2%	-2.4%[2.33 µM]	nt	nt	?	12.6%
c1ccc(Cn2nnnc2CN2CCOCC2)cc1	18.7%	0.6%	-4.6%	3.2%	4.8%[12.7 µM]	0.6%	-17.7%	-6.7%	9.0%
CCCOc1ccc(C(=O)NNC(=S)NC(=O)c2cccs2)cc1	5.6%	0.4%	6.1%	1.3%	?	-8.9%	-12.5%	-25.7%	53.1%[activator]
FC(F)(F)c1ccc(Cl)c(NC2=NCCCCC2)c1	?	7.9%	10.1%	-9.5%	29.1%	2.0%	?	0.5%	-15.1%
Cc1ccc(S(=O)(=O)N(C)C2(C)CCS(=O)(=O)C2)cc1 (stereo unspecified)	0.4%	1.2%	-7.3%	-13.3%	21.1%	-2.6%	-5.0%	12.5%	?
COc1ccc(N2Cc3cccc(C(=O)N4CCOCC4)c3C2=O)cc1	2.6%	-5.0%	3.6%	-7.7%	-2.8%	-1.0%	-5.9%	4.6%	17.3%
Cc1c(Br)c(C(F)(F)F)nn1CC(=O)NCCN1CCOCC1	4.8%	-0.8%	-1.3%	2.2%	19.3%[12.7 µM]	-1.7%	7.8%	8.8%	11.8%
O=C(Nc1ccccc1N1CCCCC1)c1ccc([N+](=O)[O-])o1	nt	12.6%	-10.5%	-21.9%	11.2µM*	nt	nt	11.2µM*	18.3%
Cc1onc(-c2c(F)cccc2Cl)c1C(=O)NCCc1ccc(S(N)(=O)=O)cc1	16.2%	8.8%	-5.5%	-6.9%	-20.5%[59 µM]	-2.8%	-5.9%	0.6%	0.8%

One compound at a time (already shown).
Cc1ccc(N2C(=O)N(CC(=O)NCc3ccc(Cl)cc3)C(=O)C2C)cc1 (stereo unspecified) is entered as POLB inh = 2.6%; APEX1 inh = -1.1%; POLK inh = -6.1%; POLH inh = -11.4%; G9a inh = 6.6%[12.7 µM]; BLM helicase inh = -5.1%; Anesthetic bind = ?; BAZ2B inh = 8.6%; POLI inh = -2.3%
COc1cc(CN(C)C(C)C(=O)Nc2ccc([N+](=O)[O-])cc2Cl)ccc1OC(F)F (stereo unspecified) is entered as POLB inh = 4.5%[57.1 µM]; APEX1 inh = -0.9%; POLK inh = -4.2%; POLH inh = ?; G9a inh = ?; BLM helicase inh = 5.0%; Anesthetic bind = 2.1%; BAZ2B inh = 2.0%; POLI inh = 0.0%

Further results
SMILES	POLB inh	APEX1 inh	POLK inh	POLH inh	G9a inh	BLM helicase inh	Anesthetic bind	BAZ2B inh	POLI inh
O=C(c1ccccc1)N1CCN(C(=O)C23CC4CC(CC(C4)C2)C3)CC1	2.7%	0.6%	-5.0%	-5.0%	-10.7%	2.0%	-14.4%	18.6%	-15.6%
CCOC(=O)c1sc(=NC(=O)/C=C/c2cccs2)n(C)c1C	-0.4%	-2.1%	-4.9%	7.0%	2.8%	-3.7%	-8.2%	-12.9%	29.6%
Cc1cc(Cl)c(S(N)(=O)=O)cc1OCC(N)=O	8.6%	1.7%	-4.8%	-12.0%	-5.5%[12.7 µM]	-8.3%	5.2%	10.4%	22.1%
COc1cccc(CNC(=O)CN2C(=O)NC(c3ccccc3)(c3ccccc3)C2=O)c1	nt	4.2%	-5.4%	-26.8%	-3.5%	nt	nt	6.6%	15.1%
CC(=O)c1c(C)[nH]c(C(=O)NCc2cccs2)c1C	-1.4%	-9.0%	-13.2%	8.9%	-22.2%[12.7 µM]	-9.8%	8.6%	?	8.3%
O=C(NC1CCCC1)C(NS(=O)(=O)c1cccc2nsnc12)c1ccccc1 (stereo unspecified)	?	-1.9%	-15.7%	3.4%	?	-0.5%	3.7%	7.5%	5.9%
COc1cc(C(=O)OCC(=O)Nc2c(F)c(F)c(F)c(F)c2F)cc(OC)c1OC	0.3%	6.9%	-5.8%	-9.3%	20.1%[59 µM]	-4.7%	-18.4%	12.7%	-6.4%
CCN(c1ccccc1)S(=O)(=O)c1cccc(C(=O)Nc2ccc(C)cn2)c1	-7.3%	1.5%	-0.9%	-23.6%	15.5%	-6.8%	-16.4%	-19.1%	-0.1%
NCCCCC(N)C(=O)NC(Cc1ccc(O)cc1)C(=O)NC(CCCCN)C(=O)O (stereo unspecified)	nt	-1.5%	-5.6%[60.1 µM]	nt	nt	5.3%	4.9%	nt	nt
CSC1=N/C(=C\c2ccccc2C)C(=O)S1	4.3%	-3.4%	3.2%[60.1 µM]	-18.9%	?	2.3%	-2.3%	nt	49.2%[activator]
COc1ccccc1-c1ccc(SCc2ccccc2F)nn1	22.3%	-9.8%	-5.4%	-9.8%	101.7%[activator]	-11.7%	-23.3%	88.3%[activator]	14.0%
Cc1cccc(NC(=O)CSc2nnc(C)c(=O)n2N)c1	34.3%	6.2%	1.5%	-22.0%	17.5%	-0.2%	-4.4%	nt	98.8%[activator]
Clc1ccc(-c2csc(N3CCC(c4ccccc4)C3)n2)cc1 (stereo unspecified)	-0.8%	-0.8%	2.4%	-10.7%	nt	-2.4%	-6.8%	2.6%	-5.1%
Cc1cccc(CCN(C(=O)Cc2cccs2)C(C(=O)NC2CCCCC2)c2cccnc2)c1 (stereo unspecified)	-1.3%	-3.5%	-12.8%	7.8%	74.3%[activator][59 µM]	2.1%	-9.8%	-38.6%[57.1 µM]	10.2%
O=C(O)c1cccnc1SCc1ccccc1Cl	26.1%	0.9%	0.0%	-19.7%	nt	4.2%	-7.8%	-7.1%	70.1%[activator]
[O-]C1=N/[N+](=C/c2ccc(Cl)c(Cl)c2)CC1	4.1%	2.3%	-7.7%	2.7%	?	-4.5%	0.0%	1.1%	4.0%
COc1cc(NC(=O)c2ccc([N+](=O)[O-])cc2)ccc1NC(=O)C(C)C	11.4%	?	3.5%	-21.7%	31.7%	-4.0%	-5.3%	1.4%	87.4%[activator]
Cc1ccc(C(CC(=O)N2CCNCC2)c2ccccc2)c(O)c1C (stereo unspecified)	-1.0%	16.9%	-18.4%	-3.3%	7.2%	-1.9%	-6.0%	-12.7%	-15.4%
COc1ccccc1C(=O)COC(=O)C1CCN(S(=O)(=O)c2ccc(C)c(C)c2)CC1	nt	-10.3%	-5.2%	-5.5%	10.9%	nt	nt	7.0%	16.7%
NC(=O)c1cc[n+](CC2=C(C(=O)O)N3C(=O)[C@@H](NC(=O)[C@H](c4ccccc4)S(=O)(=O)[O-])[C@@H]3SC2)cc1	nt	nt	4.23µM*	nt	5.62µM*	59.5%[activator][21.4 µM]	-4.9%[29.3 µM]	nt	nt
Cc1ccc(Sc2ncccc2[N+](=O)[O-])cc1	1.9%	-12.1%	-4.3%	-6.9%	?	-1.3%	-2.3%	?	49.5%[activator]
COCCNC(=O)CN(c1cc(C(F)(F)F)ccc1Cl)S(C)(=O)=O	7.1%	1.9%	2.9%	-13.2%	17.6%	-5.3%	-3.7%	10.0%	15.1%
Cn1c2c(c(=O)n(C)c1=O)CN(CC1CCCO1)CN2 (stereo unspecified)	23.4%	15.4%	-2.3%	-6.4%	11.6%	-0.1%	-11.9%	6.8%	-5.5%
O=C1N/C(=C/c2ccc(N3CCOCC3)cc2)C(=O)N1Cc1ccc(F)cc1	2.0%	2.0%	-5.3%	-4.5%	11.2%[59 µM]	-0.4%	-10.3%	0.9%	7.4%
Cc1cc(C)cc(N(CC(=O)N2CCn3c2nc2ccccc23)S(=O)(=O)c2c(C)noc2C)c1	34.3%	-1.2%	3.8%	-25.9%	-13.7%	1.4%	-3.2%	7.4%	8.0%
COc1cccc(NC(=O)CC(C)=O)c1	2.3%	5.5%	-6.8%	-11.5%	3.5%[59 µM]	1.1%	3.1%	10.7%	-6.0%
Cc1ccccc1-n1nc(CO)c(C(=O)NCc2cccs2)n1	-3.6%	nt	-16.8%	-8.5%	-3.1%[59 µM]	-1.2%	-1.2%	-0.4%	26.3%
